APP transl inh = inhibitors of APP translation via 5'UTR reporter, primary screen, APP 5'UTR luciferase, SH-SY5Y cells; inhibition, % at 2 µM; SH-SY5Y APP 5'UTR-luciferase reporter, luminescence; hit rate 0.82% among 190,000;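 active = inhibition above a set limit, derived from the sample mean plus 3 SD, cut at about 45% in these data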; also: values of inactives mirror those of a sister screen read the other way
ROMK mod = ROMK potassium channel modulators, primary screen, cell-based, thallium flux, MLSMR library | Tet-inducible ROMK, thallium flux fluorescence; actives lie on both sides | B-score at 10 µM | hit rate 2% among 130,000;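 active = signal ratio slope over the read window, or its plate-corrected B-score, at least 3 SD from the plate mean, either direction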;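 also: B-score of the F/F0 ratio slope over 7 to 12 s after thallium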
Target sequence (P48048 whole entry, looked up): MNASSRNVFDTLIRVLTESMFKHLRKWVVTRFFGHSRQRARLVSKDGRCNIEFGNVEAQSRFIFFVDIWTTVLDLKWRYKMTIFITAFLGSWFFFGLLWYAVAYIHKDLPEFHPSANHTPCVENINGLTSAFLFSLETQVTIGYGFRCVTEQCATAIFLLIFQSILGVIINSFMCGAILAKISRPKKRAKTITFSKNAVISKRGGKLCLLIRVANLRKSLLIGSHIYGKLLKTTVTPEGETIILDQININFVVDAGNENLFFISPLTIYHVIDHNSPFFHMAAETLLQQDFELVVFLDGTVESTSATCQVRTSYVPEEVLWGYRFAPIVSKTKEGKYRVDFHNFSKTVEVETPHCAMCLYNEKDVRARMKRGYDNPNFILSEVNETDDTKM
FLuc inh counter = firefly luciferase enzyme inhibitors, primary screen, artefact control for luciferase-based inhibitor screens, biochemical, luminescence, ATPLite; Luciferin 4-monooxygenase (Photinus pyralis), P08659; 10 min; inhibition, % at 10 µM; hit rate 1.5% among 200,000; AID 1006, 2008;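 active = inhibition above about 50% when tested at 10 µM, limit read from the data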
Target sequence (P08659 whole entry, looked up): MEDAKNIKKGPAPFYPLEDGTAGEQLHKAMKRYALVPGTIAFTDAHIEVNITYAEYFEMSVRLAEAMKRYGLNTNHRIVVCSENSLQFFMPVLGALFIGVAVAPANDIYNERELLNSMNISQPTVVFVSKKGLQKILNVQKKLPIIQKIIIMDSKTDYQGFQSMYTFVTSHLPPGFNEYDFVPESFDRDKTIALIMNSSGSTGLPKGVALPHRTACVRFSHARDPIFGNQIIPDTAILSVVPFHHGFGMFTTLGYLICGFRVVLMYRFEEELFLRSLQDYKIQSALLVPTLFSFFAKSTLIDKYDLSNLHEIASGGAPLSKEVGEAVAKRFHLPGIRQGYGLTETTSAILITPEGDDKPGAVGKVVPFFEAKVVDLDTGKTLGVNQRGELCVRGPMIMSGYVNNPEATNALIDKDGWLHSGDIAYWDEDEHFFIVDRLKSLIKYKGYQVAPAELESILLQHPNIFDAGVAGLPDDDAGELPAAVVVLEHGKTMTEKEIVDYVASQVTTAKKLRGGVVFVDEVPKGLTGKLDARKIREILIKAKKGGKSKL
STAT1 inh = STAT1 signaling inhibitors, primary screen, cell-based, HTS, luciferase reporter. NIH 3T3 STAT1-luciferase reporter, IFN-gamma, luminescence. AID 920, 2007. hit rate 0.35% among 200,000. inhibition, % at 5.5 µM;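 active = inhibition above a set limit, the mean inhibition across all tested compounds plus 3 SD, cut at about 34% in these data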;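 also: 0% = IFN-gamma with DMSO and 100% = IFN-gamma with 300 µM nifuroxazide; values of inactives mirror those of a sister screen read the other way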
NF-kB neuron act = activators of NF-kB expression in neurons, primary screen, cell-based, HTS | human neuronal cells, NF-kB reporter expression; hits give high values | fold change at 12.5 µM | hit rate 1.6% among 190,000 | AID 1239, 2008; in the data active = fold change above about 3.3
STAT3 blocker = IL-6 driven STAT3 reporter inhibitors, primary screen, U3A cells, luciferase, luminescence, MLSCN library | IL-6 STAT3-luciferase reporter; host cell line lacks STAT1 | AID 862, 2007 | hit rate 0.89% among 190,000 | inhibition, % at 5.5 µM;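 active = inhibition above the mean inhibition across all screened compounds plus 3 SD, cut at about 44% in these data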;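 also: 0% = DMSO only wells and 100% = 100 µM nifuroxazide control wells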
STAT3 activator = IL-6 driven STAT3 reporter potentiators, primary screen, U3A cells, luciferase, luminescence, MLSCN library; IL-6 STAT3-luciferase reporter; 100% = signal with IL-6 EC80 alone; activation (% of control), % at 5.6 µM; hit rate 0.91% among 190,000;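 active = activation above the screen-wide mean of compound activation plus 3 SD, cut at about 130% in these data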;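 also: 0% = background luminescence of wells with medium and substrate only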
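Material: STAT1-lacking human U3A cells, STAT3 luciferase reporter | Benchmarks: IL-6-only wells as 100% reference | Probe or stimulus: IL-6 (33 ng/mL) | Timing: Compound 1 h, then IL-6 6 h at 37 °C | Detection: Luminescence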
STAT1 act = STAT1 signaling activators, primary screen, cell-based, HTS, luciferase reporter; NIH 3T3 STAT1-luciferase reporter, IFN-gamma, luminescence; 100% = IFN-gamma alone, no compound; activation (% of control), % at 5.5 µM; hit rate 2.6% among 200,000;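 active = activation above the screen-wide mean activation plus 3 SD, cut at about 130% in these data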;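 also: raw ratio to IFN-gamma control signal so 100% means no change and 0% no light; values of inactives mirror those of a sister screen read the other way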
FLuc stim CS = FLuc activators, initial screening, artefact control for FLuc-dependent activation tests, biochemical, ATPlite luminescence; activation factor at 10 µM; 200,000 tested, under 10 active; Luciferin 4-monooxygenase (Photinus pyralis), P08659; ATPlite luciferase biochemical, 10 min; 0 = ATP-free wells, 1 = DMSO control;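 active = luciferase activation factor, scaled between plate controls, of at least 2 with compound at 10 µM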
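Assay system: Luciferase/luciferin reagent mix; Medium: PBS as buffer for the ATP substrate; Dosing: test compounds dosed from 2 mM stocks in 100% DMSO; Times: 10 min, room temperature; Signal: luminescence from luciferase reaction; Read-out: luciferase activation; Controls: No-ATP low control, compound-free enzyme-plus-ATP high control.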
APP 5'UTR act = activators of APP 5'UTR luciferase reporter, primary screen, SH-SY5Y cells | SH-SY5Y APP 5'UTR luciferase reporter, luminescence; zero percent = DMSO vehicle wells | activation, % at 2 µM | hit rate 1% among 190,000 | AID 1276, 2008;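 active = activation above a set limit, based on mean plus 3 SD of controls, cut at about 140% in these data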; also: values of inactives mirror those of a sister screen read the other way
Active calls of the source: *; . = not tested or not shown.

SMILES | APP transl inh | ROMK mod | FLuc inh counter | STAT1 inh | NF-kB neuron act | STAT3 blocker | STAT3 activator | STAT1 act | FLuc stim CS | APP 5'UTR act
O=C(CN(C(=O)c1cc2c(s1)CCC2)C1CCCC1)NCc1cccs1 | -8 | . | -3 | 12 | 1 | 2 | 101 | 89 | 1 | 8
CC1CCCC(C)N1C(=O)COC(=O)C(Cc1ccccc1)NC(=O)c1cccs1 (stereo unspecified) | 15 | 0.98 | 3 | 6 | 1.1 | 7 | 97 | 95 | 1 | -15
Cc1ccc([N+](=O)[O-])cc1NC(=O)c1ccc(C(C)(C)C)cc1 | -11 | -0.062 | 0 | -3 | 1.3 | 4 | 103 | 103 | 1 | 11
CCOC(=O)CCc1c(C)c2ccc(OCc3cc([N+](=O)[O-])ccc3OC)c(C)c2oc1=O | -1 | . | -2 | 13 | 1.3 | 12 | 92 | 89 | 1 | 1
CCC(C)C(NC(=O)C1CCC(C)CC1)C(=O)NCCCN1CCCCC1CC (stereo unspecified) | 1 | 0.035 | -8 | -9 | 0.83 | 9 | 101 | 106 | 1.1 | -1
Cc1cc(S(=O)(=O)Nc2cccnc2)c(C)s1 | -1 | -0.14 | 0 | 4 | 1.1 | 7 | 97 | 96 | 1 | 1
COCCn1c(SCC(=O)N(C(C)C)C(C)C)nnc1-c1cc2ccccc2cc1O | 5 | . | -10 | 9 | 1 | 23 | 86 | 91 | 1.1 | -5
COc1ccc2nc(NC(=O)c3ccccc3-c3ccccc3C(=O)O)sc2c1 | -14 | 0.23 | -6 | -8 | 2.3 | 6 | 97 | 106 | 1.1 | 14
Cc1ccc(NC(=O)CN2C(=O)N/C(=C/c3ccc(N4CCOCC4)cc3)C2=O)cc1 | -28 | 1.1 | 5 | -29 | 2.1 | -5 | 106 | 126 | 1 | 28
O=Nc1c(O)n(Cc2c(Cl)cccc2Cl)c2ccccc12 | -12 | 2.2 | -6 | 2 | 0.82 | -4 | 101 | 98 | 1.1 | 13
O=C(NCc1ccc(N2CCCC2=O)cc1)c1cnccn1 | 3 | 1.6 | -1 | 4 | 1.2 | -1 | 99 | 97 | 1 | -3
c1ccc(CC2CNc3ccccc3CN2)cc1 (stereo unspecified) | 12 | 0.18 | -11 | -1 | 1 | -4 | 109 | 101 | 1.1 | -12
Cc1cc(C)nc(SCC(=O)OCN2C(=O)c3ccccc3C2=O)n1 | -8 | 1.2 | -6 | 5 | 1.1 | 7 | 101 | 95 | 1.1 | 8
COc1ccc(S(=O)(=O)n2ccc(C(C)Oc3ccc(-c4ccccc4)c(F)c3)n2)cc1 (stereo unspecified) | 4 | . | -3 | 3 | 0.85 | 7 | 96 | 98 | 1 | -4
COc1ccc(-c2cc(C(=O)N3CCN(c4ccccc4)CC3)c3ccccc3n2)cc1OC | -8 | 0.29 | -3 | -8 | 0.63 | -1 | 105 | 107 | 1 | 8
CCN1CCc2c(sc(NC(=O)c3ccc(S(=O)(=O)N4CCOCC4)cc3)c2C(=O)OC)C1 | 10 | . | -4 | -3 | 0.72 | 8 | 100 | 103 | 1 | -10
CCOc1ccc(N2C(=O)CC(SC(=NC)Nc3ccc(F)cc3)C2=O)cc1 (stereo unspecified) | 9 | . | -1 | 1 | 2 | 5 | 99 | 104 | 1 | -9
COc1ccc(/C=C2\SC(=NCc3ccccc3)NC2=O)cc1 | -4 | -0.03 | 2 | -4 | 1.2 | -1 | 103 | 104 | 1 | 4
OC1C2(Cc3ccccc3)CN3CCN(C2)CC1(Cc1ccccc1)C3 (stereo unspecified) | 12 | . | -8 | 10 | 1.1 | 1 | 103 | 91 | 1.1 | -12
COc1cc(/C=C2/C(=O)ON=C2c2ccccc2)ccc1O | 5 | -6.8* | 3 | 12 | 0.85 | -6 | 103 | 89 | 1 | -5
CCC(C)NC(=O)COC(=O)c1oc2ccccc2c1CSc1ccc(Cl)cc1 (stereo unspecified) | 0 | -0.0052 | -7 | -1 | 1 | 10 | 95 | 101 | 1.1 | 0
COc1cc(/C(C)=N\NC(N)=S)cc(OC)c1OC | -1 | . | -4 | 2 | 1.1 | 5 | 98 | 98 | 1 | 1
CC1=C(/C=C/C(=O)O)C(C)(C)CCC1 | -4 | -0.44 | -4 | -4 | 0.97 | 14 | 93 | 104 | 1 | 4
COc1cc(C2N(c3ccccn3)C(=O)C3CCCN32)cc(OC)c1OC (stereo unspecified) | -12 | . | -4 | -5 | 1.1 | 1 | 102 | 104 | 1 | 12

Random excerpt: 4 records from the list, in no set order.
SMILES | APP transl inh | ROMK mod | FLuc inh counter | STAT1 inh | NF-kB neuron act | STAT3 blocker | STAT3 activator | STAT1 act | FLuc stim CS | APP 5'UTR act
CCOc1ccc(N2C(=O)CC(SC(=NC)Nc3ccc(F)cc3)C2=O)cc1 (stereo unspecified) | 9 | . | -1 | 1 | 2 | 5 | 99 | 104 | 1 | -9
COc1cc(/C=C2/C(=O)ON=C2c2ccccc2)ccc1O | 5 | -6.8* | 3 | 12 | 0.85 | -6 | 103 | 89 | 1 | -5
CCN1CCc2c(sc(NC(=O)c3ccc(S(=O)(=O)N4CCOCC4)cc3)c2C(=O)OC)C1 | 10 | . | -4 | -3 | 0.72 | 8 | 100 | 103 | 1 | -10
COc1cc(/C(C)=N\NC(N)=S)cc(OC)c1OC | -1 | . | -4 | 2 | 1.1 | 5 | 98 | 98 | 1 | 1

(list continues)
SMILES | APP transl inh | ROMK mod | FLuc inh counter | STAT1 inh | NF-kB neuron act | STAT3 blocker | STAT3 activator | STAT1 act | FLuc stim CS | APP 5'UTR act
CCn1nnc2sc3c(c2c1=O)CCC(C)C3 (stereo unspecified) | -4 | . | 4 | -12 | 1.6 | -1 | 105 | 111 | 1 | 4
CSCC[C@H](NC(=O)NCc1ccc(F)cc1)C(=O)O | -12 | 0.96 | -5 | -6 | 0.97 | -1 | 103 | 106 | 1 | 12
O=C(COC(=O)c1cccc(Br)c1)NCCc1ccc(F)cc1 | -10 | -1.2 | -3 | 4 | 1.1 | -1 | 99 | 96 | 1 | 10
C=CCNC(=O)NC(=O)COC(=O)/C=C/c1cccc([N+](=O)[O-])c1 | -8 | 0.68 | -6 | 19 | 1 | 15 | 94 | 82 | 1.1 | 8
Cc1cc(NC(=O)/C=C/c2ccc(Br)cc2)no1 | -36 | 0.55 | 0 | -6 | 2.1 | 7 | 93 | 106 | 1 | 36
CCOC(=O)c1nnc(-c2cccs2)nc1Oc1ccc(Cl)cc1 | 1 | 0.45 | -8 | -2 | 1 | 3 | 102 | 102 | 1.1 | -1
COc1cccc2cc(-c3n[nH]c(=S)n3C)oc12 | 2 | . | 2 | -4 | 1.1 | 32 | 77 | 102 | 1 | -3
O=C(N/N=C/c1ccc(O)c(O)c1)c1cccc(S(=O)(=O)N2CCCCC2)c1 | -6 | -0.96 | -2 | 3 | 1 | 2 | 105 | 96 | 1 | 6
Fc1ccc(NC(=S)Nc2ccc3nccnc3c2)cc1 | 4 | -1.1 | -3 | 1 | 1.1 | 26 | 79 | 100 | 1 | -4
Cc1ccc(C(c2nnnn2CC2CCCO2)N2CCN(C(=O)c3ccco3)CC2)cc1 (stereo unspecified) | -4 | -0.027 | -3 | 7 | 1.1 | 8 | 96 | 93 | 1 | 4
CCC(=O)Nc1ccc(-c2nnc(SCC(=O)N3CCCCC3)n2C)cc1 | 1 | 0.43 | -9 | 2 | 1.1 | 12 | 95 | 98 | 1.1 | -1
O=C(Cc1ccccc1)Nn1c(-c2ccccc2F)nc2ccccc2c1=O | -21 | 0.0097 | -9 | -6 | 1.3 | 15 | 89 | 104 | 1.1 | 21
O=C(Cc1cccs1)Nc1ccc(S(=O)(=O)N2CCCC2)cc1 | 0 | 0.74 | 0 | 0 | 1.1 | 5 | 98 | 98 | 1 | 0
Cc1nc(Oc2ccccc2)c2ccsc2n1 | 0 | -0.11 | 0 | -4 | 1.2 | 0 | 102 | 103 | 1 | 0
COc1ccc2nc(NC(=O)Cc3ccc(OC)c(S(=O)(=O)N4CCOCC4)c3)sc2c1 | -16 | . | -1 | -4 | 1.2 | 17 | 88 | 103 | 1 | 16
CC1CC(CN)CC(CO)C1 (stereo unspecified) | 7 | 0.51 | -4 | -9 | 0.93 | 1 | 103 | 107 | 1 | -7
CCCNC(=O)c1ccccc1NC(=O)c1ccccc1N(C)S(=O)(=O)c1ccc(C)cc1 | . | . | -8 | -5 | 0.86 | -7 | 111 | 104 | 1.1 | .
CC(=O)NC1C(=O)N(CCc2ccccc2)c2ccc(Br)cc21 (stereo unspecified) | 0 | -0.86 | -2 | -1 | 0.9 | 7 | 99 | 100 | 1 | 0
O=C(CN1C(=O)CSC1=O)c1ccccc1 | 0 | 0.29 | -3 | -3 | 1.1 | -3 | 105 | 103 | 1 | 0
CCC1Oc2ccc(C)cc2N(CC(=O)N(Cc2ccncc2)Cc2ccco2)C1=O (stereo unspecified) | 5 | . | -1 | 0 | 0.88 | 0 | 103 | 100 | 1 | -5
N#CCCN/N=C(\Cc1nc2ccccc2[nH]1)c1ccccc1 | -19 | -0.048 | 1 | -1 | 1.6 | -6 | 109 | 101 | 1 | 19
CCOC(=O)C1(Cc2cccc(OC)c2)CCCN(C(=O)CCc2cccnc2)C1 (stereo unspecified) | -32 | 0.031 | -1 | -24 | 1 | -6 | 107 | 121 | 1 | 32
Cn1c(NCc2ccccc2)nc2c1c(=O)n(Cc1ccc(Br)cc1)c(=O)n2C | 8 | -0.47 | -6 | 17 | 0.47 | 2 | 103 | 85 | 1.1 | -8
Nc1cc(-c2ccccc2)nn1S(=O)(=O)c1ccc(F)cc1 | 0 | . | -3 | 6 | 0.84 | 21 | 86 | 94 | 1 | 0
Cc1cccc(Oc2cnn(C(C)(C)C)c(=O)c2Cl)c1 | -7 | -1.6 | -4 | 16 | 0.7 | 5 | 97 | 89 | 1 | 7
CCC1(CC)Cc2ccccc2-c2nc(NCCCO)[nH]c(=O)c21 | -10 | -2.9 | -8 | -12 | 0.99 | 6 | 101 | 109 | 1.1 | 10
CCCCOC(=O)c1c(C)oc2ccc(NS(=O)(=O)c3ccc4c5c(cccc35)C(=O)N4)cc12 | -8 | 0.093 | -4 | 8 | 0.99 | 8 | 98 | 93 | 1 | 8
Nc1nc(CSC(=S)N2CCOCC2)nc(Nc2ccccc2)n1 | -42 | -0.15 | -2 | -35 | 1.7 | -22 | 122 | 131* | 1 | 42
COCCN(CC(=O)NCC1CCCO1)C(=O)CCC(=O)Nc1ccccn1 (stereo unspecified) | -25 | -0.36 | -8 | 2 | 1.4 | 4 | 107 | 98 | 1.1 | 25
COC(=O)c1cccc(NC(=O)CCCOc2cccc(C)c2)c1 | -6 | -0.91 | -1 | -5 | 0.96 | -35 | 136* | 104 | 1 | 6
O=C(Cc1n[nH]c(=O)c2ccccc12)N1CCN(c2ccc(F)cc2)CC1 | -18 | -1.7 | -6 | 4 | 1.1 | 8 | 99 | 96 | 1.1 | 18

Screening results: PubChem BioAssay, several laboratories

Compounds as they come; overall some 7.1% were active at least once.
